M. tuberculosis: growth inhibition of non-replicating M. tuberculosis (AID 488890); 0.39% of 320,000 active; inhibition, % at 25 µM; hits with a dose series show IC50 in µM; Mycobacterium tuberculosis non-replicating, growth inhibition; higher % means a stronger effect; in the data active means a potency from the dose series; inconclusive means inhibition mostly from about 82% at the one dose, without a potency; inactive means the rest, 99 in 100 with inhibition below about 76%;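 further: plate controls were DMSO cells for no effect and high antibiotic wells for full effect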
H1N1 NS1A inhibition: NS1A inhibition, H1N1 influenza, cell based functional assay (AID 504329); 0.3% of 340,000 active; inhibition, % at 12.5 µM, or IC50 in µM where a hit was titrated; NS1A functional cell-based assay, percent inhibition; higher % means a stronger effect; in the data active means a potency from the dose series; inconclusive means inhibition above about 27% without an active follow-up result; further: strong numbers were not always called active
H37Rv inhibition: M. tuberculosis growth inhibition, HTS (AID 449762) | M. tuberculosis H37Rv growth inhibition, 7H9 media; higher % means a stronger effect | inhibition, % at 25 µM, or IC50 in µM where a hit was titrated | 0.59% of 330,000 active; in the data active means a potency from the dose series; inconclusive means inhibition above about 70% without an active follow-up result;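 further: bacterial growth assessed after seven days of incubation; strong numbers were not always called active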
Salmonella PhoP GFP: Inhibition of PhoP regulon, Salmonella typhi GFP reporter cells, confirmation, 4 h (AID 1850); Salmonella Typhi PhoP-promoter GFP reporter, fluorescence, 4 h; higher % means a stronger effect; one-dose inhibition, % at 50 µM; IC50 in µM for titrated hits; 0.33% of 310,000 active; in the data active means a potency from the dose series; inconclusive means inhibition mostly from about 25% at the one dose, without a potency; inactive means the rest, 99 in 100 with inhibition below about 19%;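 further: 0% = induced wells with vehicle and 100% = uninduced wells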
VEEV TC-83 Vero: inhibitors of VEEV TC-83 cytopathic effect, confirmation, Vero cells (AID 588727); Vero cells, VEEV TC-83 cytopathic effect inhibition; higher % means a stronger effect; inhibition, % at 20 µM, or IC50 in µM where a hit was titrated; 0.13% of 350,000 active; in the data active means a potency from the dose series; inconclusive means inhibition mostly from about 14% at the one dose, without a potency; inactive means the rest, 99 in 100 with inhibition below about 12%; further: strong numbers were not always called active
VEEV TC-83 Vero 10K pilot screen: also measured in VEEV TC-83 Vero; calls as there; inhibition, %; measured here: 10K pilot screen inhibition
* hit, by the source's call; i = inactive; ? = inconclusive; . = no result given. Random draw from the library; 1.5% or so of the library scored in one or more.

SMILES | M. tuberculosis | H1N1 NS1A inhibition | H37Rv inhibition | Salmonella PhoP GFP | VEEV TC-83 Vero | others
O=S(=O)(NCCCNS(=O)(=O)c1c(F)cccc1F)c1ccc2c(c1)OCCO2 | -3% | -1% | -8% | . | i
COc1ccc(NC(=O)/C(C#N)=C/c2ccc[nH]2)c(OC)c1 | -2% | -6% | 1% | -8% | 1.3%
Cc1noc(C)c1C(=O)NCc1ccccc1F | -22% | 8% | -3% | 14% | i
O=C1CCCN1c1cc(Cl)ccc1Cl | -6% | 4% | 0% | 19% | 1.8%
OCCn1cnc2c(SCc3ccccc3)ncnc21 | . | 4% | . | . | 6.3%
CCC(=O)Oc1ccc(C(=O)Nc2ccc3c(c2)C(=O)N(C2CCCCC2)C3=O)cc1 | ? | 0% | 21µM* | -4% | 1.4%
Cc1oc(-c2ccccc2F)nc1CS(=O)CC(=O)NCc1ccc(F)cc1 (centres undefined) | 3% | 0% | -1% | -4% | 1.7% | VEEV TC-83 Vero 10K pilot screen=0.1
O=C(Cc1ccc(Br)cc1)OCC(=O)c1ccc2c(c1)OCCO2 | 71% | 4% | -1% | -8% | i
NC(=O)C1CCN(C(=O)CC2(CC(=O)O)CCCC2)CC1 | -9% | -5% | 4% | 0% | 0.8%
COc1ccc(OC)c(N2C(=O)C(Cl)=C(N3CCOCC3)C2=O)c1 | 57% | -7% | 64% | -8% | 0.8%
CN(CC(=O)N1CCc2ccccc2C1)S(=O)(=O)c1ccc2c(c1)c(=O)n(C)c(=O)n2C | . | 7% | -9% | -11% | 0.3%
CC(=O)NNc1cc(C)nc(NS(=O)(=O)c2ccc(C)cc2)n1 | 4% | -2% | -4% | -1% | i
COc1ccccc1-c1cc(C(=O)NCc2ccc(Cl)cc2)no1 | 3% | -4% | -4% | -5% | 3.0%
CNc1nc(C(=O)O)nc(N2CCOCC2)n1 | -14% | 0% | -6% | -4% | i
O=C(C[n+]1cc(Br)cc(Br)c1)c1ccc(-c2ccccc2)cc1 | 10% | 4% | -4% | 5% | i
COc1ccc(Oc2coc3cc(O)ccc3c2=O)cc1 | 16% | 5% | 6% | 0% | 1.0%
COc1ccc([C@H]2[C@H](C(=O)OC(C)(C)C)N3N=Cc4ccccc4C3C23C(=O)c2ccccc2C3=O)cc1OC (some centres undefined) | 3% | 5% | 3% | 6% | 1.5%
Cc1ccc(S(=O)(=O)Nc2ccccc2C(=O)NCC2CCCO2)cc1 (centres undefined) | -11% | . | -7% | -13% | .
COc1ccc(Cc2nnc3c4cnn(C)c4ncn23)cc1 | 19% | 3% | -2% | -2% | 5.8%
CC1(c2ccc3noc(-c4ccc(Cl)cc4)c3c2)OCCO1 | 0% | 1% | 0% | 9% | 1.5%

Reprinted at random: 2 entries already listed
SMILES | M. tuberculosis | H1N1 NS1A inhibition | H37Rv inhibition | Salmonella PhoP GFP | VEEV TC-83 Vero | others
O=C(Cc1ccc(Br)cc1)OCC(=O)c1ccc2c(c1)OCCO2 | 71% | 4% | -1% | -8% | i
O=C1CCCN1c1cc(Cl)ccc1Cl | -6% | 4% | 0% | 19% | 1.8%

Returning to the listing; the 6 compounds before the break are reprinted first.
SMILES | M. tuberculosis | H1N1 NS1A inhibition | H37Rv inhibition | Salmonella PhoP GFP | VEEV TC-83 Vero | others
O=C(C[n+]1cc(Br)cc(Br)c1)c1ccc(-c2ccccc2)cc1 | 10% | 4% | -4% | 5% | i
COc1ccc(Oc2coc3cc(O)ccc3c2=O)cc1 | 16% | 5% | 6% | 0% | 1.0%
COc1ccc([C@H]2[C@H](C(=O)OC(C)(C)C)N3N=Cc4ccccc4C3C23C(=O)c2ccccc2C3=O)cc1OC (some centres undefined) | 3% | 5% | 3% | 6% | 1.5%
Cc1ccc(S(=O)(=O)Nc2ccccc2C(=O)NCC2CCCO2)cc1 (centres undefined) | -11% | . | -7% | -13% | .
COc1ccc(Cc2nnc3c4cnn(C)c4ncn23)cc1 | 19% | 3% | -2% | -2% | 5.8%
CC1(c2ccc3noc(-c4ccc(Cl)cc4)c3c2)OCCO1 | 0% | 1% | 0% | 9% | 1.5%
Cc1cc(=O)oc2cc(NC(=O)c3cccc(S(=O)(=O)N(C)C)c3)ccc12 | -4% | -4% | 13% | 2% | 0.9%
O=C(O)CSCC(=O)NCc1csc2ccc(Cl)cc12 | -8% | . | -5% | 5% | 1.5%
O=C(CN1C(=O)NC2(CCCc3ccccc32)C1=O)N1CCN(C(=O)c2ccco2)CC1 (centres undefined) | 6% | -3% | -1% | -2% | 0.6% | VEEV TC-83 Vero 10K pilot screen=1.5
Cc1ccc(-c2ccc(/C=N/c3ncn[nH]3)o2)cc1Cl | ? | 17% | 99µM* | 2% | 3.2%
COC(=O)c1ccc(C(=O)OC)c(NC(=S)N2CCCC(CO)C2)c1 (centres undefined) | 3% | -7% | 7% | 10% | 1.2%
CCCn1nc(NC(=O)c2cccs2)c2cc3ccccc3nc21 | 9% | -30% | 16% | -5% | 0.3%
CC(C)CC(c1nnnn1CCc1ccccc1)N1CCN(C(=O)c2ccco2)CC1 (centres undefined) | 19% | 2% | -3% | -14% | 5.1%
COC(=O)CCNS(=O)(=O)c1ccc2nsnc2c1 | -5% | -4% | 0% | -8% | 0.2%
CCOC(=O)c1nnn2c3ccccc3c(=O)n(C)c12 | -9% | . | 3% | 11% | i
O=C(c1ccccc1N1CCOCC1)N1CCCC(Nc2ccc(F)cc2)C1 (centres undefined) | 0% | -7% | 2% | -6% | 3.6%
Cc1ccc(C(C)C)c(OCCNCc2ccccc2)c1 | ? | -8% | 7% | 1% | 0.2%
COC(=O)Cn1cnc2c(cnn2-c2ccc(OC)cc2)c1=O | 29% | -3% | 0% | -6% | i
COC(c1ccccc1)c1nnc(CCC(=O)N(C)CCc2ccccc2)o1 (centres undefined) | 4% | 4% | 4% | -7% | i | VEEV TC-83 Vero 10K pilot screen=0.1
NC(=O)c1cc([N+](=O)[O-])c(Cl)cc1NCc1cccnc1 | -2% | 13% | 1% | 15% | 0.3%
CC(C)N(C(=O)COC(=O)c1cccc(N(C)C)c1)c1ccccc1 | 20% | -7% | 1% | -23% | 2.6%
CC1CCN(C(=O)c2ccccc2SCC(=O)NCC2CCCCC2)CC1 | 58% | -2% | -10% | -3% | 6.6%
Cc1ccc(S(=O)(=O)N(Cc2cc3cc4c(cc3[nH]c2=O)OCCO4)CC2CCCO2)cc1 (centres undefined) | -2% | -9% | -18% | -4% | 2.5%
N=c1sccn1CC(=O)Nc1ccccc1Cc1ccccc1 | 51% | 1% | 8% | 13% | 0.7%
Cc1nc2ccccc2n1CSc1ccccc1 | -3% | 5% | -2% | -6% | 0.1%
Cc1cc(C)cc(NC(=O)Cn2c(-c3ccccc3Cl)nc3ccccc32)c1 | 5% | -1% | 4% | 9% | 3.5%
COC(=O)CN1C(=S)N(c2ccc(Cl)cc2)C(=O)C1CC(=O)Nc1ccccc1 (centres undefined) | 28% | -7% | 5% | -3% | 0.7%
O=C1N(Cc2ccc(F)cc2)CCN1c1ccc(F)cc1 | 47% | 4% | 1% | 6% | 1.1%
Cc1ccc(N(C)S(=O)(=O)c2c[nH]c3ccc([N+](=O)[O-])cc23)cc1 | 3% | 4% | -4% | -3% | 6.8%
CC(OC(=O)CNC(=O)c1ccc(F)cc1)C(=O)Nc1ccc(S(=O)(=O)N2CCOCC2)cc1 (centres undefined) | -65% | -9% | -13% | . | 0.5%
Cn1nc(N)c2c(-c3ccc(Cl)cc3)c(C#N)c(N)nc21 | -17% | -3% | 3% | -3% | 0.1% | VEEV TC-83 Vero 10K pilot screen=6.5
CCOc1cc2c(cc1OCC)C(C(=O)O)C(c1cc(Br)c(O)c(OC)c1)N(C)C2=O (centres undefined) | -14% | 8% | -6% | -7% | 0.2%
Cc1ccc(CSC2=CS(=O)(=O)c3ccccc3N2)cc1 | 8% | -1% | 5% | 8% | i
C=CCC1CCCC(=O)N2CC[C@H](O)C12 (some centres undefined) | -2% | 6% | -7% | 3% | i
CCC1CCCN1Cn1cnc2c([nH]c3ccc(Cl)cc32)c1=O (centres undefined) | 11% | -4% | 5% | 2% | 2.6%
CC(C)(C#N)NC(=O)C(=O)c1c(-c2ccccc2)cc2ccccn12 | -13% | 7% | 5% | 8% | 3.3%
COc1ccc(CCNC(=O)Nc2ccc(F)cc2F)cc1OC | -10% | -1% | -3% | -10% | i
CCOc1[nH]n(-c2ccccc2)c(=O)c1C=NCc1cccnc1 | 1% | -7% | 14% | -4% | 1.2%
COc1cc(CN2CCN(Cc3ccc(C)cc3)C(CCO)C2)cc(OC)c1O (centres undefined) | 4% | 6% | -2% | 10% | 1.1%
Cc1ccsc1/C=N/NC(=O)c1c[nH]c2ccccc12 | -5% | 2% | -5% | 16% | 3.3%
CCCNC(=O)CN(C)S(=O)(=O)c1c(C)cc(C)cc1C | 0% | -14% | -3% | -5% | 1.1%
C=CCc1cc2c(oc(=O)c3ccccc32)c(C)c1O | 72% | 1% | 58% | 8% | 2.5%
CSc1nc2ccsc2c(=O)n1-c1ccccc1 | 62% | -14% | ? | 5% | i
COc1ccc(OC)c(C2CC(c3c(-c4ccccc4)c4cc(Cl)ccc4[nH]c3=O)=NN2S(C)(=O)=O)c1 (centres undefined) | -12% | 0% | 44% | -9% | 6.6%
Cc1cccc(C(=O)NCC(=O)OCC(=O)N2CC3(C)CC2CC(C)(C)C3)c1 (centres undefined) | 1% | -10% | -4% | -2% | 1.6%
CCCNC(=O)CN(C)CC(=O)Nc1ccccc1C#N | -3% | -6% | -3% | 4% | 1.0%
COc1ccc(NC(=O)NC2CCCc3ccccc32)c(OC)c1 (centres undefined) | -14% | 3% | -15% | -4% | 1.5%
O=C(COC(=O)C1CCC1)NCc1ccccc1Cl | 6% | -4% | -1% | -11% | i
CC12CN3CC(C)(CN(C1)C3c1cc3ccccc3[nH]1)C2=O (centres undefined) | -8% | 4% | 1% | 13% | 0.0%
O=C(c1ccc([N+](=O)[O-])cc1)N1C=CC(C(F)(F)F)=NCC1 | 20% | 10% | 5% | -34% | 1.1%
Cc1ccc(-c2cc3ccccc3nc2N2CCOCC2)cc1 | 0% | . | 59% | 1% | 6.2%
COc1ccc(C(=O)NC(=S)Nc2ccccc2F)cc1 | 40% | 2% | 13% | -6% | 0.2%
O=S1(=O)CCN(Cc2ccc(Cl)cc2)CC1 | -1% | 5% | 4% | -4% | 0.0%
COc1ccccc1NC(=O)NC1(C(=O)N2CCCCC2)CCCCC1 | 6% | 3% | 3% | 2% | 0.6%
CCc1ccc(Nc2ncc3c(n2)CC(c2ccc(OC)cc2)CC3=O)cc1 (centres undefined) | 15% | -4% | 6% | -2% | 0.6%
CCC1(C)Cc2c(sc3nnn(CC(=O)Nc4ccccc4)c(=O)c23)CO1 (centres undefined) | . | 9% | . | -8% | 3.0%
COc1cc(/C=C/C(=O)N2CCCc3ccccc32)cc(OC)c1OC | 52% | -10% | 2% | -1% | 9.8%
O=C(CCNC(=O)c1ccc([N+](=O)[O-])cc1)NC1CCCCC1 | . | 2% | . | . | 1.2%
COC(=O)c1ccc(NS(=O)(=O)N(C)C)cc1 | -5% | 5% | -1% | 4% | 2.4%
CC(=O)c1ccc(N(C(=O)Cn2nnc(-c3ccccc3)n2)C(C(=O)NC2CCCCC2)c2ccccn2)cc1 (centres undefined) | -1% | -14% | 7% | -4% | 0.3%
COc1cc(/C=C(\C#N)C(=O)Nc2cccc3ncccc23)cc(OC)c1OC | -6% | -8% | -1% | 10% | 3.1%
COc1ccccc1N1CCN(C(=O)c2cc(=O)c3c(C)cc(C)cc3o2)CC1 | -12% | -13% | -6% | -7% | i
Cc1cccc(-n2c(SCC(=O)NCc3ccco3)nnc2-c2ccco2)c1 | 10% | 8% | 3% | 5% | i
Cc1nonc1C(=O)N/N=C/c1cc2c(cc1Br)OCO2 | -18% | -6% | 0% | -7% | i
CCOC(=O)c1csc(NC(=O)CCSc2ccccc2)n1 | 20% | -4% | -10% | -4% | 0.2%
O=C(Nc1ccc(S(=O)(=O)Nc2ncccn2)cc1)C1CC(=O)N(c2ccc(Cl)cc2)C1 (centres undefined) | 16% | -4% | -9% | 4% | 0.5%
O=C(CN1CCc2ccccc21)NC(=O)NCc1ccco1 | 9% | 4% | 5% | 6% | 7.3%
c1ccc(C2CNCCc3ccccc32)cc1 (centres undefined) | 8% | -1% | 1% | 2% | 0.2%
COc1cc(C=NNC(=O)c2ccc(NS(=O)(=O)c3cccs3)cc2)cc(Br)c1O | 7% | -3% | 3% | . | i

Source: PubChem
